IDH1 R132H inh: blocks human IDH1 R132H reductase activity; O75874; diaphorase/resazurin fluorescence, 60 min; inhibition, % at 10 µM; actives 0.18% (n = 70,000); in the data active = inhibition above about 34%;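 also: 0% = DMSO and 100% = no enzyme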
PRC2 inh: blocks human EZH2/PRC2 H3K27 methylation | actives 0.35% (n = 57,000) | AID 651548 | inhibition, % at 12.5 µM | Q15910 | DELFIA TRF, 1 h;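 active = mean inhibition of replicates at least 50% and every single replicate also reaching 50%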;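 also: dimethyl H3K27 on biotinylated H3 21-44 peptide detected by antibody; plate controls were median neutral control wells for no effect and median positive control wells for full effect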
Target sequence (Q15910 whole entry, looked up): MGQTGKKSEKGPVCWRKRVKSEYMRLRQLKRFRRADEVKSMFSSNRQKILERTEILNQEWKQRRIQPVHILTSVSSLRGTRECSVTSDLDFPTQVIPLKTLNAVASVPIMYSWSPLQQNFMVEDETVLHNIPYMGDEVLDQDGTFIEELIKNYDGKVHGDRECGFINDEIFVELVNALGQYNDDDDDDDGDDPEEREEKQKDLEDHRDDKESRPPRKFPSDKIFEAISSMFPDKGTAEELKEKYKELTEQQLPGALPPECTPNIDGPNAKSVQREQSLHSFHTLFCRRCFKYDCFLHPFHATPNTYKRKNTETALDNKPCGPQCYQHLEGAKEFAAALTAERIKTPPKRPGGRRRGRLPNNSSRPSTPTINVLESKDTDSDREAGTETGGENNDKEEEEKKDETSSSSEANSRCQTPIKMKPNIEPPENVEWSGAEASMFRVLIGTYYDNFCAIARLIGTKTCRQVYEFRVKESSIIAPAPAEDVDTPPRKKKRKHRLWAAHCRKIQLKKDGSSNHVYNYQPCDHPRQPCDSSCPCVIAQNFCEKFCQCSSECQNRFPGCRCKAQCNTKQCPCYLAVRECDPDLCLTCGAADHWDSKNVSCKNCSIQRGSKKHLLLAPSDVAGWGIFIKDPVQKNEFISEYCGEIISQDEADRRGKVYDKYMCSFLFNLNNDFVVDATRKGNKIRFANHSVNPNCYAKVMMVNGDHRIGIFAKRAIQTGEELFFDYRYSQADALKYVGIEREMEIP
Active calls of the source: *; · = no result given; & = joins results of further samples. Only part of the results is shown; the hit share may differ from the screen's.

SMILES	IDH1 R132H inh	PRC2 inh
CCC(=O)N(C)C[C@H]1Oc2cc(-c3ccc(C)cc3)ccc2S(=O)(=O)N([C@H](C)CO)C[C@H]1C	-3.0	·
C[C@@H]1CN([C@@H](C)CO)C(=O)c2cccc(NC(=O)c3cnccn3)c2O[C@@H]1CN(C)S(=O)(=O)c1ccc(Cl)cc1	1.4	·
CC(C)NC(=O)N(C)C[C@H]1Oc2c(NC(=O)Nc3ccc(C(F)(F)F)cc3)cccc2C(=O)N([C@H](C)CO)C[C@@H]1C	7.4	-1
C[C@H](CO)N1C[C@H](C)[C@@H](CN(C)C(=O)CN(C)C)Oc2ncc(-c3ccccc3F)cc2C1=O	-0.2	-14
O=C(CCNc1ccc(Oc2ccccc2)cc1)c1ccco1	-0.5	11
CO[C@@H]1CN(C)C(=O)c2ccc(NC(=O)c3ccc(F)cc3)cc2OC[C@@H](C)N(C(=O)CC2CC2)C[C@H]1C	-0.1	2
Cc1noc(C)c1S(=O)(=O)Nc1ccc2c(c1)CC(=O)N([C@@H](C)CO)C[C@H](C)[C@@H](CN(C)Cc1ccccc1)O2	2.3	-5
Cc1nc(SCCCSc2n[nH]c(C)n2)n[nH]1	0.3	·
CCCN1C[C@@H](C)[C@@H](OC)CN(C)C(=O)c2cc(NC(=O)c3ccccc3F)ccc2OC[C@H]1C	0.3	8
C[C@@H]1CCCCO[C@H](CN(C)S(=O)(=O)c2cccs2)[C@H](C)CN([C@@H](C)CO)C(=O)c2cc(NC(=O)CCC(F)(F)F)ccc2O1	2.0	·
COc1ccc([Si](C)(C)[C@@H]2[C@@H](CCO)O[C@]3(C(=O)N(c4ccccc4)c4ccccc43)[C@H]2C)cc1	·	51*
C[C@H]1CN([C@@H](C)CO)S(=O)(=O)c2ccc(/C=C/c3ccccc3)cc2O[C@H]1CN(C)C(=O)Nc1ccc(F)cc1	-0.1	-24
COC(=O)CNC(=O)c1cc(-c2ccncc2)nc2ccc(C)cc12	4.0	15
Cc1cc(C)nc(NS(=O)(=O)c2ccc(NC(=O)c3cccs3)cc2)n1	-0.1	18
COc1ccc(S(=O)(=O)N(C)C[C@H]2OCCCC[C@@H](C)Oc3ccc(NS(=O)(=O)c4ccc(F)cc4)cc3C(=O)N([C@H](C)CO)C[C@H]2C)cc1	0.4	·

6 entries drawn at random from those above, as already listed:
SMILES	IDH1 R132H inh	PRC2 inh
CCCN1C[C@@H](C)[C@@H](OC)CN(C)C(=O)c2cc(NC(=O)c3ccccc3F)ccc2OC[C@H]1C	0.3	8
C[C@@H]1CCCCO[C@H](CN(C)S(=O)(=O)c2cccs2)[C@H](C)CN([C@@H](C)CO)C(=O)c2cc(NC(=O)CCC(F)(F)F)ccc2O1	2.0	·
COC(=O)CNC(=O)c1cc(-c2ccncc2)nc2ccc(C)cc12	4.0	15
C[C@H](CO)N1C[C@H](C)[C@@H](CN(C)C(=O)CN(C)C)Oc2ncc(-c3ccccc3F)cc2C1=O	-0.2	-14
Cc1noc(C)c1S(=O)(=O)Nc1ccc2c(c1)CC(=O)N([C@@H](C)CO)C[C@H](C)[C@@H](CN(C)Cc1ccccc1)O2	2.3	-5
CCC(=O)N(C)C[C@H]1Oc2cc(-c3ccc(C)cc3)ccc2S(=O)(=O)N([C@H](C)CO)C[C@H]1C	-3.0	·

Next part.
SMILES	IDH1 R132H inh	PRC2 inh
COc1ccc(C#Cc2cnc3c(c2)C(=O)N([C@@H](C)CO)C[C@@H](C)[C@H](CN(C)CC2CCOCC2)O3)cc1	-0.3	·
COc1ccc(-c2cnc3c(c2)C(=O)N([C@H](C)CO)C[C@H](C)[C@H](CN(C)Cc2cccnc2)O3)cc1	-0.1	·
C/C=C/c1ccc2c(c1)O[C@@H](CN(C)S(C)(=O)=O)[C@H](C)CN([C@@H](C)CO)S2(=O)=O	2.3	-6
CO[C@H]1CN(C)C(=O)c2cc(NC(=O)c3cccc(Oc4ccccc4)c3)ccc2OC[C@H](C)NC[C@H]1C	-0.2	-20
Cc1noc(C)c1NC(=O)N(C)C[C@@H]1Oc2ccc(NC(=O)Cc3cn(C)c4ccccc34)cc2C(=O)N([C@@H](C)CO)C[C@@H]1C	-38	·
CC(C)NC(=O)N(C)C[C@@H]1Oc2ccc(NS(=O)(=O)c3cn(C)cn3)cc2CC(=O)N([C@@H](C)CO)C[C@H]1C	0.5	·
C[C@@H]1CN([C@@H](C)CO)C(=O)c2cccc(NC(=O)Nc3ccc(F)cc3)c2O[C@@H]1CN(C)Cc1ccccc1	-11	-2
C[C@@H]1CN([C@H](C)CO)S(=O)(=O)c2ccc(Br)cc2O[C@@H]1CN(C)C(=O)C1CCC1	-6.9	6
CC1(C)[C@H]2CC=C(/C=N\NC(=O)CCCCC(=O)NO)[C@@H]1C2	·	-7
CCC(Sc1nnc2sc3ccccc3n12)C(=O)O (centres undefined)	-2.2	-20
O=C(N[C@@H]1CC[C@@H](CCn2cc(Cc3ccccc3)nn2)O[C@H]1CO)c1ccccn1	0.1	-2
COc1cccc(S(=O)(=O)Nc2ccc3c(c2)[C@H]2C[C@@H](CC(=O)N(C)C)O[C@H](CO)[C@H]2O3)c1	-4.5	-5
C[C@@H]1CN([C@H](C)CO)S(=O)(=O)c2ccc(C#CC(C)(C)O)cc2O[C@@H]1CN(C)C(=O)CC1CC1	4.1	7
C[C@@H]1CN([C@H](C)CO)C(=O)c2cc(NC(=O)Nc3ccc4c(c3)OCO4)ccc2O[C@H]1CN(C)S(=O)(=O)c1cccs1	-1.1	·
C[C@H]1CN([C@@H](C)CO)C(=O)c2cc(C3=CCCC3)cnc2O[C@@H]1CN(C)C(=O)Cc1ccncc1	21	3
COc1ccccc1C#Cc1cnc2c(c1)C(=O)N([C@@H](C)CO)C[C@H](C)[C@@H](CN(C)C(=O)CC1CC1)O2	·	1
CCCC#Cc1cnc2c(c1)C(=O)N([C@@H](C)CO)C[C@H](C)[C@H](CN(C)S(C)(=O)=O)O2	1.8	-1
COc1ccc(-c2nc3ccccc3s2)cc1NC(=O)COc1ccc(C(C)C)cc1	-0.4	-12
C[C@@H]1CN([C@H](C)CO)S(=O)(=O)c2ccc(C#CC3(O)CCCC3)cc2O[C@@H]1CN(C)C(=O)Nc1ccc(F)cc1	0.2	-21
O=C(Cn1nnc(-c2ccccc2F)n1)NCc1ccco1	0.2	1
COc1ccc(CN(C)C[C@@H]2Oc3c(NC(=O)Nc4ccc(F)cc4)cccc3C(=O)N([C@H](C)CO)C[C@@H]2C)cc1	·	5
O=C(NCC[C@@H]1CC[C@H](NC(=O)c2cccnc2)[C@@H](CO)O1)Nc1ccc(C(F)(F)F)cc1	0.2	-4
COc1ccc(NC(=O)N(C)C[C@H]2Oc3c(NC(=O)c4ccc(-c5nccs5)cc4)cccc3C(=O)N([C@@H](C)CO)C[C@@H]2C)cc1	-5.7	·
C[C@H]1CN([C@@H](C)CO)C(=O)c2cccc(NC(=O)c3ccncc3)c2O[C@@H]1CN(C)Cc1ccc(Oc2ccccc2)cc1	0.2	2
COc1ccc(-c2cnc3c(c2)C(=O)N([C@@H](C)CO)C[C@@H](C)[C@H](CN(C)S(C)(=O)=O)O3)cc1	-0.2	-10
C[C@H](CO)N1C[C@H](C)[C@H](CN(C)Cc2ccc3c(c2)OCO3)Oc2ccc(NC(=O)CCCCCC(=O)Nc3ccccc3N)cc2CC1=O	0.6	-46
CNC[C@@H]1Oc2cc(C#Cc3ccccc3)ccc2S(=O)(=O)N([C@@H](C)CO)C[C@H]1C	-0.7	-26
C[C@H](CO)N1C[C@H](C)[C@@H](CN(C)Cc2ccccn2)Oc2ncc(-c3ccc(C#N)cc3)cc2C1=O	-1.9	-2
COCCNC(=O)C[C@H]1C[C@@H]2c3cc(NC(=O)C4CCOCC4)ccc3O[C@@H]2[C@@H](CO)O1	-0.2	11
C[C@@H]1CN([C@@H](C)CO)S(=O)(=O)c2ccc(C#Cc3cccnc3)cc2O[C@H]1CN(C)CC1CCOCC1	0.3	·

Next part; it opens with the six that closed the last part.
SMILES	IDH1 R132H inh	PRC2 inh
COc1ccc(-c2cnc3c(c2)C(=O)N([C@@H](C)CO)C[C@@H](C)[C@H](CN(C)S(C)(=O)=O)O3)cc1	-0.2	-10
C[C@H](CO)N1C[C@H](C)[C@H](CN(C)Cc2ccc3c(c2)OCO3)Oc2ccc(NC(=O)CCCCCC(=O)Nc3ccccc3N)cc2CC1=O	0.6	-46
CNC[C@@H]1Oc2cc(C#Cc3ccccc3)ccc2S(=O)(=O)N([C@@H](C)CO)C[C@H]1C	-0.7	-26
C[C@H](CO)N1C[C@H](C)[C@@H](CN(C)Cc2ccccn2)Oc2ncc(-c3ccc(C#N)cc3)cc2C1=O	-1.9	-2
COCCNC(=O)C[C@H]1C[C@@H]2c3cc(NC(=O)C4CCOCC4)ccc3O[C@@H]2[C@@H](CO)O1	-0.2	11
C[C@@H]1CN([C@@H](C)CO)S(=O)(=O)c2ccc(C#Cc3cccnc3)cc2O[C@H]1CN(C)CC1CCOCC1	0.3	·
CO[C@H]1CN(C)C(=O)c2ccc(NC(=O)C3CC3)cc2OC[C@@H](C)N(Cc2cccc(F)c2)C[C@@H]1C	·	-8
COc1cccc(C(=O)Nc2ccc3c(c2)OC[C@@H](C)N(C)C[C@H](C)[C@H](OC)CN(C)C3=O)c1	-0.8	2
C[C@H](CO)N1C[C@H](C)[C@@H](CN(C)C(=O)Nc2cccc3ccccc23)Oc2ccc(NC(=O)Cc3cn(C)c4ccccc34)cc2C1=O	-2.2	·
COc1ccc(C#Cc2ccc3c(c2)O[C@@H](CN(C)C(=O)CN2CCOCC2)[C@@H](C)CN([C@H](C)CO)S3(=O)=O)cc1	-0.1	-19
CNC[C@H]1Oc2cc(-c3ccc(OC)cc3)ccc2S(=O)(=O)N([C@H](C)CO)C[C@@H]1C	1.1	4
Clc1ccc(-c2nc3sccn3c2/C=N/OCc2ccc(Cl)c(Cl)c2)cc1	-0.5	9
C[C@H](CO)N1C[C@H](C)[C@@H](CN(C)Cc2cccnc2)Oc2cc(Br)ccc2S1(=O)=O	·	-18&6
COCC(=O)Nc1ccc2c(c1)[C@H]1C[C@@H](CC(=O)NCc3cccnc3)O[C@@H](CO)[C@H]1O2	-0.5	-3
CCOC(=O)C1C2C=CC3(O2)C1C(=O)N(Cc1ccccc1)C3C(=O)NCc1ccccc1 (centres undefined)	·	-3
C[C@H]1CN([C@@H](C)CO)S(=O)(=O)c2ccc(-c3cccnc3)cc2O[C@H]1CN(C)Cc1cccnc1	·	-15
C[C@H]1CN([C@@H](C)CO)C(=O)CCCn2nncc2CO[C@H]1CN(C)Cc1ccc(O)cc1	1.1	18
O=C(O)C[C@@H]1C=C[C@H](NC(=O)Nc2cc(F)ccc2F)[C@H](CO)O1	0.0	8
CO[C@@H]1CN(C)C(=O)c2ccc(NC(C)=O)cc2OC[C@@H](C)N(C(=O)Cc2ccccn2)C[C@H]1C	0.2	-7
O=C(CCN1C(=O)C2C3C=CC(C4CC34)C2C1=O)Nc1ccc(Br)cc1Cl (centres undefined)	0.2	7
C[C@H](CO)N1C[C@H](C)[C@H](CN(C)C)Oc2ccc(NC(=O)Cc3cn(C)c4ccccc34)cc2C1=O	-0.1	·
O=C(/C=C/c1ccc(O)cc1)NCC(O)c1ccc(O)cc1 (centres undefined)	0.2	·
O=C(Nc1ccc(Cl)cc1)N[C@@H]1CC[C@@H](CCn2cc(Cc3ccccc3)nn2)O[C@H]1CO	0.3	6
CC1(C)CC(=O)C2=C(C1)N(Cc1cccnc1)C(=O)C2(NC(=O)C1CC1)C(F)(F)F (centres undefined)	2.0	·
COc1ccccc1S(=O)(=O)N(C)C[C@H]1OCc2ccccc2-c2c(n(C)c3ccccc23)C(=O)N([C@@H](C)CO)C[C@H]1C	-1.8	-25
CCCC#Cc1cnc2c(c1)C(=O)N([C@@H](C)CO)C[C@@H](C)[C@@H](CN(C)C(=O)c1cccnc1)O2	3.0	-2
C[C@@H]1CCCCO[C@H](CN(C)C(=O)CCCN(C)C)[C@H](C)CN([C@H](C)CO)C(=O)c2cc(N(C)C)ccc2O1	1.3	-8
CCCNC(=O)N1C[C@@H](C)[C@@H](OC)CN(C)C(=O)c2ccc(NC(=O)C3CCC3)cc2OC[C@@H]1C	0.1	1
CC(C)NC(=O)N(C)C[C@@H]1Oc2ncc(C#CCc3ccccc3)cc2C(=O)N([C@H](C)CO)C[C@@H]1C	0.6	-5
COc1ccc(S(=O)(=O)N(C)C[C@H]2OCCCC[C@@H](C)Oc3ccc(NS(=O)(=O)c4cn(C)cn4)cc3C(=O)N([C@H](C)CO)C[C@H]2C)cc1	-0.7	·
C[C@@H]1CN([C@H](C)CO)C(=O)Cc2cc(NC(=O)Cc3ccccc3)ccc2O[C@H]1CN(C)C(=O)Nc1ccc2c(c1)OCO2	-0.6	6
Cc1ccc(S(=O)(=O)Nc2ccc3c(c2)C(=O)N([C@@H](C)CO)C[C@@H](C)[C@H](CN(C)C(=O)C2CCCCC2)OCCCC[C@H](C)O3)cc1	-1.5	·
COCC(=O)N(C)C[C@H]1Oc2ncc(/C=C/c3ccccc3)cc2C(=O)N([C@@H](C)CO)C[C@@H]1C	0.0	-2
COCCOC(=O)N1C(=O)[C@@]2(c3cc(C#CC4=CCCCC4)ccc31)[C@H](C(N)=O)[C@H]1C(=O)O[C@H](c3ccccc3)[C@H](c3ccccc3)N1[C@@H]2c1ccc(O)cc1	·	-27
O=C(CC1NCCNC1=O)Nc1cccc(Cl)c1 (centres undefined)	-0.5	-12
CO[C@H]1CN(C)C(=O)c2cc(NC(=O)C3CC3)ccc2OC[C@@H](C)N(C(=O)NC(C)C)C[C@@H]1C	0.8	-1
C[C@H](CO)N1C[C@H](C)[C@H](CN(C)C(=O)C2CCCCC2)Oc2ncc(C#Cc3cccc(F)c3)cc2C1=O	·	-50
Cc1ccc(NC(=O)CSc2nnc(-c3ccncc3)n2-c2ccc(Cl)cc2)cc1F	0.0	-13
Cn1c(SCC(=O)Nc2ccc(Br)c(Cl)c2)nnc1-c1ccccc1F	0.0	13
C[C@H]1CN([C@@H](C)CO)C(=O)c2cc(-c3ccc(F)cc3)cnc2O[C@H]1CN(C)CC1CCCCC1	-0.3	·
COCC#Cc1cnc2c(c1)C(=O)N([C@H](C)CO)C[C@@H](C)[C@@H](CN(C)C(=O)Cc1cccnc1)O2	·	0
